Screening results: PubChem, several laboratories
PG9 Ab binder: binds the HIV-1 gp120 antibody PG9; TR-FRET gp120-PG9 antibody binding; inhibition, % at 6.7 µM; 360,000 compounds, 0.43% hits; AID 624416; in the data active = inhibition above about 8.5%
NR1D1 modulator: modulators of human Rev-erb alpha DNA binding; Rev-erbα–FITC-DNA binding, fluorescence polarization, 90 min; activity, % at 10 µM; 370,000 compounds, 0.79% hits;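 active = activity above about 14%, limit read from the data; passing the limit was not always enough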;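 note: 0% = DMSO wells with 35 nM protein and 100% = DMSO wells with 750 nM protein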
Target sequence (P20393 whole entry, looked up): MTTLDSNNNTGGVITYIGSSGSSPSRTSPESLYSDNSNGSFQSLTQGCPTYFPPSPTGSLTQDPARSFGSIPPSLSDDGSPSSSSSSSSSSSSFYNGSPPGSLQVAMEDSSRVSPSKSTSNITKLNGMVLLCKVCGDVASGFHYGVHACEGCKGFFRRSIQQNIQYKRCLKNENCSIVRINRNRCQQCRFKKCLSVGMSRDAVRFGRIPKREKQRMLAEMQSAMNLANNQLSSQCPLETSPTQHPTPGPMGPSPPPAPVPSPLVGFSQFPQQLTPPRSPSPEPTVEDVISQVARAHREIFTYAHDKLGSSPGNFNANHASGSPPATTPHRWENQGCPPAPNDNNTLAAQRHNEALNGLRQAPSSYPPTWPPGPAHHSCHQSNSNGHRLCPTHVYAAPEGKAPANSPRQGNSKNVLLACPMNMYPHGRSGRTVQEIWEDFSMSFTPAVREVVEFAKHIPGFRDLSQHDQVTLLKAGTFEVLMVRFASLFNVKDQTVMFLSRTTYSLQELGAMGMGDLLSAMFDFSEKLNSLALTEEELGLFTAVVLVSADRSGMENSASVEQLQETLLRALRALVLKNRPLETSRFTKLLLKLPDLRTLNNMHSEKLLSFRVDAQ
mABHD4 FP: inhibits mouse alpha/beta hydrolase domain 4. purified mABHD4, FP-Rh probe fluorescence polarization. inhibition, % at 8.92 µM. 370,000 compounds, 0.54% hits. AID 720543;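 active = inhibition exceeding the mean over every tested compound plus 3 SD, cut at about 30% in these data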;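 note: 0% = plate median of compound wells and 100% = S159A mutant with DMSO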
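Assay system: mABHD4 protein; medium: HEPES pH 7.0, NaCl, Pluronic buffer; dosing: 8.92 µM, single dose; schedule: 45 min + 60 min at 25 °C; signal: FP readout, ex 525 nm / em 598 nm; read-out: normalized percent inhibition of probe labeling; repeats: single replicate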
SMARCA2 act: activators of SMARCA2 function; MG213 cells, MMTV-luciferase reporter, dexamethasone, overnight; activation, % at 9.1 µM; 370,000 compounds, 1% hits; AID 652017; in the data active = activation above about 7.8%;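 note: 0% = vehicle wells and 100% = reference activator wells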
ARFGAP1 inhibitor: rat ARFGAP1 inhibition. Arfgap1-stimulated ARF1 GTP hydrolysis, GDP FP detection. 360,000 compounds, 0.26% hits. inhibition, % at 16.5 µM. Q62848;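 active = inhibition above a per-plate limit, mean inhibition of low control wells plus 3 SD, cut at about 25% in these data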;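 note: 0% = DMSO wells with enzyme and 100% = wells lacking Arfgap1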
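System: truncated rat Arfgap1 GAP domain / Benchmarks: high control wells lacking Arfgap1, low control full reaction with DMSO / Times: compound-enzyme preincubation 20 min, reaction 120 min, detection 60 min, 25 °C / Repeats: one replicate per compound / Also added: human ARF1(Δ1-17)-GTP substrate / Measured by: Tracer-displacement fluorescence polarization with EDTA stop, 620/688 nm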
ASAP1 GAP inh: inhibitors of human ASAP1 ArfGAP activity. 360,000 compounds, 0.19% hits. Q9ULH1. ASAP1-stimulated ARF1 GTP hydrolysis, GDP FP detection. inhibition, % at 16.5 µM. AID 624377; in the data active = inhibition above about 25%;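 note: 0% = vehicle with enzyme and substrate and 100% = no enzyme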
Target sequence (Q9ULH1 325-724 limits assumed): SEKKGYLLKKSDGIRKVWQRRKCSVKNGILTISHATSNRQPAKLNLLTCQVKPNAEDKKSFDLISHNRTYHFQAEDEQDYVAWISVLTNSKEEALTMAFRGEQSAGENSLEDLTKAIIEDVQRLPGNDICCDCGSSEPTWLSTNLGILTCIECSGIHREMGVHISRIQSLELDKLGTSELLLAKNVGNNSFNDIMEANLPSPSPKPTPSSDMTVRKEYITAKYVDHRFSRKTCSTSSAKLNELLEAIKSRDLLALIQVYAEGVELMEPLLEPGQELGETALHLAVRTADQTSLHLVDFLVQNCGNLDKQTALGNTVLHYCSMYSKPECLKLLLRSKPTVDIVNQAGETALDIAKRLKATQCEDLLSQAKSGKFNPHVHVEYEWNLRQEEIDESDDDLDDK
GC-B act: GC-B (human) receptor activation | P20594 | HEK293-GC-B cells, CNP EC30, cGMP TR-FRET; 0% at EC30 CNP, 100% saturating CNP | activation, % at 10 µM | 370,000 compounds, 0.11% hits | AID 1920062;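 active = activation at 10 µM reaching about 35% in either raw or pattern-adjusted values, limit read from the data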
HTRA1 inh: inhibitors of human serine peptidase HTRA1; Q92743; recombinant HTRA1, FP-rhodamine activity-based probe, fluorescence polarization; inhibition, % at 5.96 µM; 340,000 compounds, 0.5% hits; AID 504803; in the data active = inhibition above about 36%;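 note: 0% = enzyme with DMSO and 100% = wells lacking enzyme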
NPR1 activator: GC-A (human) enzyme activation | activation, % at 10 µM | AID 1671463 | HEK293 GC-A cells, cGMP TR-FRET, EC30 ANP; 0% at EC30 ANP, 100% saturating ANP | 370,000 compounds, 0.14% hits; in the data active = activation above about 40%
rCAG RNA binder: binds r(CAG) RNA repeats; r(CAG) RNA repeat, TO-PRO-1 dye displacement fluorescence; inhibition, % at 3 µM; 370,000 compounds, 1.3% hits; AID 651821;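 active = inhibition above the plate cutoff, the mean of all test compounds on that plate plus 3 SD, cut at about 35% in these data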;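 note: 0% = DMSO alone and 100% = 100 µM mitoxantrone as full dye displacement; higher means more dye released from RNA so lower well fluorescence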
* = called active by the depositor; x = no result given.

no. | mol | PG9 Ab binder | NR1D1 modulator | mABHD4 FP | SMARCA2 act | ARFGAP1 inhibitor
1 | N#CC(C#N)=c1ccc2c(c1)N1C3=C(CCCC3)CC3CCCCC31N=2 (configuration not stated) | -4.6 | -6 | 7 | -1 | 0
2 | CC(NC(=O)C1CCN(S(=O)(=O)c2ccccc2)CC1)c1ccccc1 (configuration not stated) | -0.3 | -1 | -8 | -3 | 3
3 | COc1ccc(-c2nc(N)n(C(=O)Cc3ccccc3)n2)cc1 | -1.5 | -4 | 2 | -2 | 8
4 | COc1ccccc1-c1cc(C(=O)Nc2ccc(F)cc2F)no1 | -1.9 | 8 | -12 | -2 | -7
5 | COc1ccc(CNC(=O)C(NS(=O)(=O)c2ccc3c(c2)CCCN3C(C)=O)C(C)C)cc1 (configuration not stated) | 0.5 | 3 | 1 | 0 | 23
6 | COc1cccc(CNn2cnnc2)c1O | -2.3 | 2 | 5 | 0 | 13
7 | Cc1oc(-c2ccc(Cl)cc2)nc1CS(=O)CC(=O)NCCCN1CCOCC1 (configuration not stated) | -2.7 | -1 | 6 | -1 | 6
8 | CCC(=C(c1ccc(OC)cc1)c1ccc(OC)cc1)c1cn(CC(O)CN(CCO)CCO)c2ccccc12 (configuration not stated) | 0.4 | -6 | 10 | -4 | 10
9 | Cn1cc(S(=O)(=O)Nc2ccc(Br)cc2F)c(=O)n(C)c1=O | -1.9 | -2 | 1 | 0 | 14
10 | Cc1ccccc1/C=C/C12NC(=O)CN1c1ccccc1C2(C)C (configuration not stated) | 0.8 | 6 | -6 | -2 | 5
11 | O=C(Cn1cnc2ccccc2c1=O)c1cccs1 | -1.5 | -3 | 0 | 2 | 2
12 | CCc1ccc(-c2cn3nc(-c4ccccc4)cnc3n2)cc1 | 0.7 | -1 | 3 | 1 | 4
13 | CN(C)C(=O)Nc1ccccc1 | 2.1 | -4 | -2 | 0 | -12
14 | COc1cccc(CC(=O)Nc2cc(S(=O)(=O)N3CCOCC3)ccc2OC)c1 | -0.1 | -3 | 0 | -1 | 2
15 | Cc1cc2nc(/C=C/c3nc4cc(C)c(C)cc4[nH]3)[nH]c2cc1C | 0.7 | -9 | -1 | 5 | 16

no. | ASAP1 GAP inh | GC-B act | HTRA1 inh | NPR1 activator | rCAG RNA binder
1 | -10 | -19 | 19 | -25 | -1
2 | -5 | 6 | -4 | 0 | -2
3 | -8 | 11 | 0 | 3 | -2
4 | -3 | 2 | 4 | -3 | -1
5 | 2 | -4 | -2 | -3 | -2
6 | 5 | 3 | 0 | 3 | -4
7 | -2 | 1 | -6 | 15 | 0
8 | 2 | -4 | 16 | 2 | 4
9 | 11 | -8 | 0 | 0 | 3
10 | -8 | -3 | -13 | 0 | 1
11 | -1 | 0 | -1 | 12 | 2
12 | -4 | 6 | 6 | 8 | -2
13 | -10 | 3 | 4 | 5 | 0
14 | -2 | 2 | -4 | 2 | 0
15 | 10 | 2 | 0 | -1 | 2

Overlap with the part before: five entries, then new ones.
no. | mol | PG9 Ab binder | NR1D1 modulator | mABHD4 FP | SMARCA2 act | ARFGAP1 inhibitor
11 | O=C(Cn1cnc2ccccc2c1=O)c1cccs1 | -1.5 | -3 | 0 | 2 | 2
12 | CCc1ccc(-c2cn3nc(-c4ccccc4)cnc3n2)cc1 | 0.7 | -1 | 3 | 1 | 4
13 | CN(C)C(=O)Nc1ccccc1 | 2.1 | -4 | -2 | 0 | -12
14 | COc1cccc(CC(=O)Nc2cc(S(=O)(=O)N3CCOCC3)ccc2OC)c1 | -0.1 | -3 | 0 | -1 | 2
15 | Cc1cc2nc(/C=C/c3nc4cc(C)c(C)cc4[nH]3)[nH]c2cc1C | 0.7 | -9 | -1 | 5 | 16
16 | CON(C)c1nc(C2CCCCC2)c2cc(C)ccc2n1 | 0.6 | 4 | 1 | 2 | 9
17 | CCCCN(C)CCC(=O)Nc1ccc(F)c(F)c1 | -0.9 | 1 | -5 | 0 | 1
18 | O=[N+]([O-])c1ccc(-c2csc(N/N=C/c3cccnc3)n2)cc1 | 0.4 | -13 | 4 | -1 | 6
19 | COCCn1ccc2c(OCC(=O)Nc3cc(OC)ccc3OC)cccc2c1=O | 1.6 | -1 | -2 | 2 | -10
20 | CC1(NC(=O)Cc2c(Cl)cccc2Cl)CCS(=O)(=O)C1 (configuration not stated) | -0.5 | -3 | 2 | -2 | -6
21 | O=C(OCN1C(=O)c2ccccc2C1=O)/C(=C\c1ccco1)NC(=O)c1ccccc1 | -1.7 | -1 | 11 | -1 | -1
22 | CN(Cc1cn(Cc2cccc(C(F)(F)F)c2)nn1)C1CN(Cc2cn(Cc3cccc(C(F)(F)F)c3)nn2)S(=O)(=O)C1 (configuration not stated) | 0.5 | -1 | -1 | -3 | -5
23 | CN1CCN(CC(=O)Nc2ccccc2Sc2ccccc2)CC1 | -0.6 | 3 | 16 | 0 | 6
24 | O=C(c1ccc2ccccc2c1)c1cccc(F)c1C(=O)O | 13* | -5 | 1 | -1 | 1
25 | CCN(C(=O)COC(=O)CNC(=O)C1CCCCC1)c1ccccc1 | -1.9 | -6 | -5 | 2 | 14
26 | COCCNC(=O)c1onc(CSc2ccc(C)c(C)c2)c1C(=O)O | -2.3 | 3 | -3 | -1 | 1
27 | COc1ccc(Cl)c2c1[nH]c1nc(SCc3cccnc3)nnc12 | 0.1 | -6 | 7 | -3 | 6
28 | O=C(CSc1cccs1)Nc1cccc2ccccc12 | -2.3 | 1 | -1 | 2 | -3
29 | CC(=O)c1sc2c(c1N)c(=O)[nH]c(=O)n2-c1ccccc1 | 0.8 | 4 | 7 | -2 | -2
30 | CCNC(=O)C1(C)CCN1C(=O)CCc1cccc(Cl)c1 (configuration not stated) | 1.3 | 1 | -9 | -4 | -12

no. | ASAP1 GAP inh | GC-B act | HTRA1 inh | NPR1 activator | rCAG RNA binder
11 | -1 | 0 | -1 | 12 | 2
12 | -4 | 6 | 6 | 8 | -2
13 | -10 | 3 | 4 | 5 | 0
14 | -2 | 2 | -4 | 2 | 0
15 | 10 | 2 | 0 | -1 | 2
16 | -12 | 11 | -3 | 2 | -6
17 | 3 | 0 | 0 | 1 | 0
18 | 6 | 4 | -8 | 1 | 12
19 | -1 | 8 | -14 | 8 | 1
20 | 3 | 2 | 5 | 0 | 1
21 | -5 | -5 | -2 | -3 | 8
22 | 8 | -3 | x | -1 | -2
23 | 9 | -3 | -10 | -9 | -10
24 | -6 | 1 | -2 | 7 | 6
25 | 1 | -2 | 0 | 2 | -3
26 | -4 | 8 | 8 | -1 | 9
27 | 5 | 43* | 1 | 32 | 1
28 | -1 | 2 | 1 | 4 | -2
29 | 1 | -1 | 3 | -2 | -1
30 | -1 | 0 | x | 0 | 0

Other records follow.
no. | mol | PG9 Ab binder | NR1D1 modulator | mABHD4 FP | SMARCA2 act | ARFGAP1 inhibitor
31 | O=C(Cc1ccc(Cl)cc1)NNS(=O)(=O)c1ccc([N+](=O)[O-])cc1 | -1.5 | -2 | -7 | -2 | 4
32 | N=C1S/C(=C\c2ccccc2)C(=O)N1c1ccc(F)cc1 | -2.1 | -6 | 8 | 2 | -3
33 | COCCCNc1ccn2nc(-c3cc(OC)c(OC)c(OC)c3)cc2n1 | 0.9 | 1 | 0 | -4 | 9
34 | O=C(CN1CCN(c2ncccn2)CC1)Nc1ccccc1C(F)(F)F | -3.5 | 2 | 2 | -1 | -17
35 | O=C(NCc1ccco1)c1ccc(OC2CCN(Cc3ccccn3)CC2)cc1 | -1.7 | 5 | 5 | -3 | 7
36 | CCOc1cc(-c2nnc(NC(=O)c3ccco3)o2)cc(OCC)c1OCC | 0.3 | -2 | 2 | -3 | 1
37 | CCOC(=O)CCC(=O)OCC(=O)NC(C)C1CC2CCC1C2 (configuration not stated) | -0.5 | 0 | 1 | -2 | -5
38 | Cc1cccc(CN2CCCC(C(=O)Nc3ccc(-c4cscn4)cc3)C2)c1 (configuration not stated) | 2.6 | 1 | 0 | -2 | -1
39 | CC(C)Cn1c(=O)c2c(nc3n2CCCN3CCc2ccccc2)n(C)c1=O | 2.4 | -2 | -8 | -1 | 0
40 | CCOC(=O)c1sc(NC(=S)NC(=O)CC(C)C)cc1C | 3.0 | 8 | -26 | -1 | 7
41 | Cc1cc(C)n(CC(O)Cn2c3ccccc3c3ccccc32)c(=O)n1 (configuration not stated) | -1.5 | -1 | -4 | -3 | 6
42 | CC1=C(C(=O)Nc2ccccc2C(=O)N2CCCCC2)SCCO1 | -0.1 | 8 | -1 | -1 | -10
43 | COc1ccc(NC(=O)N2CCCCC2)cc1 | 0.4 | -2 | -6 | -2 | -10
44 | CCOc1ccc(CC(=O)Nc2nccs2)cc1OCC | -0.8 | -1 | -1 | -3 | -3
45 | COc1ccc2c(CC(=O)NCc3ccc4c(c3)OCO4)coc2c1 | 0.0 | 3 | 2 | 4 | 6

no. | ASAP1 GAP inh | GC-B act | HTRA1 inh | NPR1 activator | rCAG RNA binder
31 | 0 | -1 | 0 | 2 | 2
32 | -8 | 3 | 0 | -4 | 1
33 | 9 | 3 | x | 9 | 1
34 | 1 | 3 | 11 | 1 | -4
35 | -9 | 1 | 5 | 4 | 1
36 | 0 | -4 | 3 | -3 | 6
37 | 2 | 3 | 2 | 2 | -5
38 | -2 | 3 | -19 | -3 | -3
39 | 3 | 23 | 6 | 15 | -11
40 | 9 | -2 | -40 | 3 | 8
41 | -7 | 1 | -4 | -4 | 0
42 | -17 | 5 | -2 | 1 | -1
43 | -2 | -3 | 0 | 2 | -2
44 | -7 | 0 | -2 | 1 | 9
45 | 0 | 1 | -9 | 0 | 8

The list continues.
no. | mol | PG9 Ab binder | NR1D1 modulator | mABHD4 FP | SMARCA2 act | ARFGAP1 inhibitor
46 | Cc1cc(NC(=O)CCC(=O)N(CC(=O)NC2CCCC2)c2ccc(C)c(F)c2)no1 | -1.5 | -4 | 5 | -2 | 0
47 | O=C(c1ccc(C(F)(F)F)cc1)C1CCCN(C(=O)c2cnccn2)C1 (configuration not stated) | -0.5 | 0 | 1 | -3 | -7
48 | CC(=O)Cc1cc2cc([N+](=O)[O-])ccc2oc1=O | -2.9 | 2 | -1 | -3 | -14
49 | Cc1nn(CCc2n[nH]c(=S)n2C2CCCCC2)c(C)c1Br | -3.5 | 0 | 0 | 5 | -10
50 | CCOC(=O)C1=C(c2ccccc2)N=c2s/c(=C\c3ccc(O)cc3)c(=O)n2C1c1cccs1 (configuration not stated) | 1.0 | -5 | -57 | -4 | 5

no. | ASAP1 GAP inh | GC-B act | HTRA1 inh | NPR1 activator | rCAG RNA binder
46 | -5 | -4 | -7 | -4 | -6
47 | 7 | -3 | -3 | -1 | -5
48 | 5 | 0 | x | 3 | -1
49 | -2 | 4 | 5 | 2 | 1
50 | 14 | -4 | -106 | -10 | 37*

Quoted at random: two records from the list, in no set order.
no. | mol | PG9 Ab binder | NR1D1 modulator | mABHD4 FP | SMARCA2 act | ARFGAP1 inhibitor
47 | O=C(c1ccc(C(F)(F)F)cc1)C1CCCN(C(=O)c2cnccn2)C1 (configuration not stated) | -0.5 | 0 | 1 | -3 | -7
49 | Cc1nn(CCc2n[nH]c(=S)n2C2CCCCC2)c(C)c1Br | -3.5 | 0 | 0 | 5 | -10

no. | ASAP1 GAP inh | GC-B act | HTRA1 inh | NPR1 activator | rCAG RNA binder
47 | 7 | -3 | -3 | -1 | -5
49 | -2 | 4 | 5 | 2 | 1
